Screens from PubChem.
SMARCA2 activ = SMARCA2 function activation, primary screen | activation, % at 9.1 µM | 370,000 compounds, 1% hits | MG213 cells, MMTV-luciferase reporter, dexamethasone, overnight; in the data active = activation above about 7.8%;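 note: 0% = vehicle wells and 100% = reference activator wells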
sPLA2-III inh = Blocks human group III sPLA2 activity. Q9NZ20. AID 743126. QFRET BODIPY PC-A2 liposome hydrolysis, fluorescence. 370,000 compounds, 0.56% hits. inhibition, % at 12.2 µM;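 active = inhibition above mean plus 3 SD of compounds lying within the high and low control bounds, cut at about 19% in these data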;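 note: 0% = median of test compound wells and 100% = no enzyme DMSO wells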
GC-A act = GC-A (human) enzyme activation; HEK293 GC-A cells, cGMP TR-FRET, EC30 ANP; 0% at EC30 ANP, 100% saturating ANP; activation, % at 10 µM; 370,000 compounds, 0.14% hits; in the data active = activation above about 40%
FXN GAA850 act = activators of GAA850 frataxin (FXN) promoter. AID 540364. 360,000 compounds, 0.56% hits. HEK293 lucGAA850 FXN promoter luciferase reporter, 24 h; percent of 10 µM SAHA response. activation, % at 6 µM;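 active = activation above the average of all compounds screened plus 3 SD, cutoff fixed separately per campaign, cut at about 7.5% in these data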;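 note: 0% = DMSO wells and 100% = 10 µM SAHA wells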
ssDAF-12 act = activators of S. stercoralis DAF-12 nuclear receptor; HEK293 ssDAF-12/GRIP1 lit1-tk-luc reporter, luminescence; % of 3 µM dafachronic acid response; activation, % at 6.8 µM; 370,000 compounds, 1% hits;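 active = activation above the mean over all tested compounds plus 3 SD, cut at about 0.9% in these data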;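 note: 0% = DMSO-only wells and 100% = 3 µM delta7-dafachronic acid wells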
DAX1 inh-1 = blocks DAX1 repression of SF-1 activated StAR promoter; AID 652010; 370,000 compounds, 1.1% hits; inhibition, % at 6.8 µM; HEK293T StAR-luciferase reporter, SF-1/DAX-1 repression relief;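 active = inhibition above the mean over all tested compounds plus 3 SD, cut at about 3.6% in these data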;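 note: 0% = DAX-1 cells with DMSO and 100% = cells lacking DAX-1 with DMSO; higher inhibition means more luminescence from relief of DAX-1 repression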
DAX1 inh-2 = inhibits human nuclear receptor DAX1 | P51843 | inhibition, % at 6.75 µM | 340,000 compounds, 0.99% hits | AID 504766 | HEK293 Gal4-DAX1 luciferase reporter, luminescence;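 active = inhibition above the mean over all tested compounds plus 3 SD, cut at about 4.2% in these data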;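 note: 0% = DAX1-transfected cells with DMSO and 100% = empty-vector control cells with DMSO; inhibition shows as a rise in luminescence from relieved DAX1 repression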
hcDAF-12 act = H. contortus DAF-12 activation, primary screen; AID 652067; activation, % at 6.8 µM; HEK293 hcDAF-12 lit1-tk-luc reporter, luminescence; 0% DMSO, 100% Δ7-dafachronic acid; 370,000 compounds, 1.4% hits;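 active = activation above the mean of all tested compounds plus 3 SD, cut at about 5.5% in these data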;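 note: 100% = response to 3 µM Δ7-dafachronic acid high control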
proKLK7 act = proKLK7 (human) activation, primary screen. P49862. purified proKLK7, EDANS-DABCYL substrate fluorescence; 100% is mature enzyme control, 0% vehicle. activation, % at 7 µM. 370,000 compounds, 0.9% hits. AID 652039;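 active = activation above the mean of all tested compounds plus 3 SD, computed per campaign excluding outliers beyond control limits, cut at about 13% in these data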
GC-B act = GC-B (human) receptor activation; P20594; HEK293-GC-B cells, CNP EC30, cGMP TR-FRET; 0% at EC30 CNP, 100% saturating CNP; activation, % at 10 µM; 370,000 compounds, 0.11% hits;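 active = activation at 10 µM reaching about 35% in either raw or pattern-adjusted values, limit read from the data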
Target sequence (P20594 whole entry, looked up): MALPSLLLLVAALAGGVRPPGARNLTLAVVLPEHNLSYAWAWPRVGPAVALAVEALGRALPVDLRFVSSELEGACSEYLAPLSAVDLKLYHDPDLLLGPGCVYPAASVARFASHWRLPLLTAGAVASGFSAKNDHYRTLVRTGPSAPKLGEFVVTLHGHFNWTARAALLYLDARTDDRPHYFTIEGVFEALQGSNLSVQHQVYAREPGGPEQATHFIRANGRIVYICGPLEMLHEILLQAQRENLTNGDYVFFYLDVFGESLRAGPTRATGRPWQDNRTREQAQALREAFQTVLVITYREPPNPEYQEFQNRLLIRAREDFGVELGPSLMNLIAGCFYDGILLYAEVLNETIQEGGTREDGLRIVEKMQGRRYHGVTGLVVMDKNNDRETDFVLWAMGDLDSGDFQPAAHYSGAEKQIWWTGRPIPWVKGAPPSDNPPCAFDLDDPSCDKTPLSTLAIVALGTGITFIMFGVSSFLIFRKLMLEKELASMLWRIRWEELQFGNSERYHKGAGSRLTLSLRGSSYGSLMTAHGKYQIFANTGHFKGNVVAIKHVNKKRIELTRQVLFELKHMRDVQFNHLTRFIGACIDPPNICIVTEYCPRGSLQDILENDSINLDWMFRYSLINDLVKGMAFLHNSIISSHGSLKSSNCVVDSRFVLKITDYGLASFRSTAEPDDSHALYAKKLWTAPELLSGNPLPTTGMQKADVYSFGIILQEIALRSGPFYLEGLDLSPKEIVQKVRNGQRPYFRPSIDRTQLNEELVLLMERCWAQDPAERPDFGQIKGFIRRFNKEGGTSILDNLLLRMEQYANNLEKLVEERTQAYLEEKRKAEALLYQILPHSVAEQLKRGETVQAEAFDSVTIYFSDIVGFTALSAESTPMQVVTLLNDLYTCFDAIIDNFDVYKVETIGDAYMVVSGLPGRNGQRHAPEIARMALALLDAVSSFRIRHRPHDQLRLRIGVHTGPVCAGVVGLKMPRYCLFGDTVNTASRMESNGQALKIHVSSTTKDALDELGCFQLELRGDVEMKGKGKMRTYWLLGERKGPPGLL
hgDAF-12 ag = agonists of H. glycines DAF-12 nuclear receptor; HEK293 GAL4-hgDAF12 UAS-luciferase reporter, agonist luminescence; normalized to butyrate control; activation, % at 6.8 µM; 370,000 compounds, 1.8% hits;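 active = activation above a cutoff set at the mean of all screened compounds plus 3 SD, cut at about 10% in these data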;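 note: 0% = DMSO wells and 100% = sodium butyrate wells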
An asterisk follows results filed as active; x = no result given.

SMILES	SMARCA2 activ	sPLA2-III inh	GC-A act	FXN GAA850 act	ssDAF-12 act	DAX1 inh-1	DAX1 inh-2	hcDAF-12 act	proKLK7 act	GC-B act	hgDAF-12 ag
COc1ccc(-c2[nH]ncc2/C=N\NC(=O)c2ccc(C(C)(C)C)cc2)cc1OC	-1	-18	-2	0.8	-1.4	0.6	-0.8	-1.0	-4.3	2	4.6
CCCNC(=O)Cn1c(=O)oc2cc(S(=O)(=O)N3CC(C)CC(C)C3)ccc21 (stereo unspecified)	-3	-8	-2	0.4	-1.1	0.3	0.0	-1.2	-0.2	3	-1.6
CCc1cccc(NS(=O)(=O)c2ccc(-n3cccn3)cc2)c1	0	-19	-1	-1.0	-1.4	-3.4	-0.3	-2.2	0.0	-1	-1.7
COc1cc(S(=O)(=O)n2ccc(C)n2)ccc1Cl	-2	5	0	-0.3	-1.1	-0.1	-0.6	-2.6	0.1	-3	0.1
Cc1ccc(C(=O)Nc2nnc(NC(=S)Nc3ccccc3)s2)cc1	2	5	4	3.5	-0.9	0.1	-0.7	2.3	-0.7	0	3.3
COc1cc(Cl)c(S(=O)(=O)NCCCN2CCOCC2)cc1Cl	1	-1	8	-2.0	-1.6	0.1	1.1	0.3	0.4	-3	0.7
CCCCOc1ccc(/C=c2\sc3ncnn3c2=O)cc1	3	-12	67*	-0.8	-0.9	0.5	-0.4	-0.4	-0.2	-5	0.5
C=CCc1c(OC)ccc2c1c(S(=O)(=O)c1ccc(C)cc1)cn2COC	-3	-11	-1	3.0	-0.9	-0.1	-0.4	-2.0	-0.4	3	-1.7
CN(C)c1ccc(C(=O)C(O)c2ccccc2Cl)cc1 (stereo unspecified)	-5	-7	1	-3.7	-1.4	-2.2	-0.6	-1.0	-0.1	-2	-1.9
COC(=O)[C@]12C[C@H](CC(=O)N3CCCCC3)C(=O)N(Cc3ccc(Cl)cc3Cl)C1=C[C@H](C(C)C)O[C@@H]2C1CC1	0	0	-22	x	-0.3	-1.3	x	-2.3	0.6	-17	-0.9
CC(CN1CCCC1)OC(=O)c1ccc(F)cc1 (stereo unspecified)	0	3	1	3.1	-1.5	0.0	-1.0	0.4	0.3	3	0.0
O=C(CN1CCN(S(=O)(=O)c2ccc(Br)cc2)CC1)N/N=C/c1ccco1	-2	-1	0	4.7	-0.9	-0.5	-0.7	0.7	-0.4	-3	-0.8
O=C(Oc1ccc(-c2cnc3ccccc3n2)cc1)c1ccc(Cl)c([N+](=O)[O-])c1	1	5	-3	0.8	-1.1	0.1	1.6	-1.1	-0.7	5	0.9
Cc1cccc(C(=O)NNC(=O)CSc2nnc(C3CC3)n2C)c1	-1	0	1	0.0	0.0	0.3	-1.5	3.2	0.1	1	0.3
O=C1c2cccc([N+](=O)[O-])c2C(=O)N1C1CCCCC1	-3	10	7	0.3	-0.3	-0.1	0.7	-0.2	-0.4	2	0.3
CCOC(=O)c1c(C)[nH]c(C(=O)OCC(=O)N2c3ccccc3CC2C)c1C (stereo unspecified)	-3	2	3	-2.7	-1.2	0.5	-1.0	0.0	-0.4	2	0.6
O=C1CC(c2ccccc2)Sc2nc3ccccc3n21 (stereo unspecified)	12*	6	-6	3.4	1.1*	4.0*	2.6	6.9*	-0.5	-6	19*
O=C(O)C1C2C=CC(C2)C1C(=O)NC(c1ccccc1)c1ccccc1 (stereo unspecified)	-1	7	0	-0.5	-1.2	-0.5	-0.2	-0.1	0.3	3	2.5
Cc1ccc(NC(=O)Nc2ccc3c(c2)N(C)C(=O)CS3)cc1C	-3	-7	-2	-1.9	-1.6	-1.9	0.9	0.1	0.1	-7	-1.7
CS(=O)(=O)N1CCCC(C(=O)NCc2ccc(F)cc2Cl)C1 (stereo unspecified)	-1	-3	2	0.5	-1.0	0.7	-1.6	0.9	-0.1	-4	-3.1

Quoted from the listing.
DAX1 inh-2 result of `CCCCOc1ccc(/C=c2\sc3ncnn3c2=O)cc1` reads -0.4
DAX1 inh-1 result of `CCOC(=O)c1c(C)[nH]c(C(=O)OCC(=O)N2c3ccccc3CC2C)c1C` (stereo unspecified) reads 0.5

More structures follow.
SMILES	SMARCA2 activ	sPLA2-III inh	GC-A act	FXN GAA850 act	ssDAF-12 act	DAX1 inh-1	DAX1 inh-2	hcDAF-12 act	proKLK7 act	GC-B act	hgDAF-12 ag
COc1ccc(CCNS(=O)(=O)c2ccc(OC)cc2)cc1	-2	-7	4	-0.9	-0.1	0.4	-0.1	-1.5	0.3	1	-0.9
CCCCC(=O)Nc1nc(C)c(-c2csc(Nc3ccccc3OC)n2)s1	-1	-1	-3	-1.5	-1.5	1.1	-0.8	-0.7	-0.1	2	0.3
Cc1ccccc1NC(=S)Nc1ccccc1	3	4	3	1.5	-0.6	0.0	-0.2	4.6	-0.1	5	-0.9
CCC(c1nnc(SCC(=O)Nc2ccc(NC(C)=O)cc2)n1Cc1ccccc1)N(C)C (stereo unspecified)	-1	1	0	1.0	-1.0	-0.6	0.7	0.6	0.2	4	2.3
Cc1ccc(S(=O)(=O)N2CCOCC2)cc1C(=O)N1CCN(Cc2ccccc2)CC1	-2	8	0	1.5	-1.2	-2.8	-1.4	-1.6	0.4	1	-2.1
C[C@@H]1CC=C[C@@H]2[C@H]1C(=O)N(Cc1ccccc1)[C@H]2c1cccc(C#Cc2ccccc2)c1	0	2	-2	1.1	-0.9	-0.5	-0.6	2.4	0.5	1	7.7
CC(C)C[C@H]1CNC(=S)N1C[C@H]1CCCN1C[C@H](Cc1ccc(O)cc1)N1C[C@H](CC(C)C)N(CCc2ccccc2)C1=S	-2	-32	-4	x	-1.0	2.8	x	-1.2	-0.2	4	2.5
COc1ccc2c(c1)-c1ccccc1S(=O)(=O)N2C(C)=O	-2	-5	-3	-1.3	-1.4	1.1	0.9	2.6	1.6	-5	-2.1
Cc1ccc(Cn2c(=O)n(C)c(=O)c3sccc32)cc1	-2	0	9	1.7	-1.7	-0.3	-1.9	-1.5	0.1	12	-1.0
O=C(O)C1(O)C[C@H](O)C(O)[C@@H](O)C1 (stereo partly specified)	-5	5	3	-1.9	-0.8	-0.1	0.4	-1.6	-0.2	2	-0.4
CCC(=O)Nc1ccc(NC(=O)CSc2nnnn2-c2cccnc2)cc1C	9.7*	-9	-2	3.2	-1.4	0.1	-0.1	-0.3	0.1	2	-3.2
COc1ccccc1N1CCN(CC(O)c2ccc3cc[nH]c3c2)CC1 (stereo unspecified)	0	-12	3	-0.3	-0.7	0.8	-1.4	1.3	1.4	-4	2.4
O=C(Nc1ccc(Oc2ccc(C(=O)O)c(C(=O)O)c2)cc1)c1cccs1	-1	1	-5	0.9	-0.8	0.1	3.1	0.4	0.0	2	-2.8
CNc1nc(SCC(=O)Nc2ccccc2)nc(N2CCOCC2)n1	5	4	-2	1.6	-1.2	-0.3	-0.1	-1.3	-0.5	3	0.5
COc1c(/C=C2\SC(=Nc3ccccc3Cl)NC2=O)cccc1[N+](=O)[O-]	-1	-11	-3	5.0	-1.5	-0.2	0.4	-1.9	-0.5	-2	-1.5
Cc1cc(F)ccc1S(=O)(=O)N1CCCOC1CNC(=O)C(=O)NCc1ccco1 (stereo unspecified)	-4	4	2	0.2	-1.2	-0.1	1.7	-1.0	0.0	4	0.1
O=C(CSc1nc(-c2ccccc2)c(-c2ccccc2)[nH]1)Nc1ccc2c(c1)OCO2	4	-12	-16	2.9	-1.0	0.1	0.8	-1.5	0.2	-1	0.5
COc1cc2c(cc1OC)-c1nc3ccccc3c(=O)n1C(C)(C)C2	0	-3	-2	1.6	-1.8	-0.8	-0.9	-3.1	1.3	2	-1.8
Cc1ccc(OCC(=O)Nc2sc3c(c2C#N)CC(C)(C)NC3(C)C)cc1	-4	7	2	-0.2	-1.6	0.6	0.4	-1.4	0.7	1	-1.8
Cc1cc(C)c2nc(NC(=O)c3ccc(OCC4CCCO4)cc3)sc2c1 (stereo unspecified)	1	3	2	-0.8	-2.2	-1.0	-0.6	-2.7	0.2	-2	-6.0
COc1ccc(C(=O)Nc2cc(OC)cc(OC)c2)cc1	6	-8	3	6.8	-0.7	3.6	0.9	2.7	0.6	-2	9.6
Cc1nn(CC(=O)NN)c(C)c1Br	-3	10	-4	1.6	-1.1	-0.1	x	-1.6	0.5	8	-4.1
Cc1ccc(NC(=O)NC(=O)CSc2nnc(-c3ccc(Cl)cc3Cl)n2N)c(C)c1	2	-8	-2	0.6	-1.4	-0.1	-0.7	2.4	-0.3	2	4.2
CCc1cc(C(=O)N(Cc2ccccc2)c2c(N)n(CCOC)c(=O)[nH]c2=O)sc1C	-1	-3	-1	-1.6	-1.3	0.0	-1.5	-0.1	-0.3	-5	1.1
Cc1ccc(C)c(NC(=O)CN(C)C(=O)[C@@H](NC(=O)c2ccc(C(C)(C)C)cc2)C(C)C)c1	-1	-2	1	-2.9	-1.0	0.4	-3.0	-1.6	0.5	3	-2.3
COc1ccc(/C=C(\NC(=O)c2ccc(Cl)cc2)C(=O)NCC2CCCO2)cc1OC (stereo unspecified)	0	11	-3	0.7	-1.7	-0.5	0.6	-2.6	0.1	2	1.1
Cc1ccc2c(c1)c1nnc(SCC(=O)Nc3ccc(N(C)C)cc3)nc1n2CC(=O)O	4	6	-1	-0.5	-0.3	-0.1	-0.1	2.5	-0.3	-2	0.7
O=C(CSc1nnnn1-c1ccc2c(c1)OCO2)NCc1ccccc1	-2	-3	5	-3.2	-1.4	-0.8	0.4	-0.2	0.1	-2	3.2
COC(=O)CN(c1c(C)cccc1C)S(C)(=O)=O	-1	12	2	1.5	-0.9	0.1	0.9	-0.7	-0.5	-1	2.9
CCC(=O)N1c2ccccc2C(N(C(=O)CC)c2ccccc2)CC1C (stereo unspecified)	-3	-6	-2	-2.6	-1.3	-0.1	3.1	-1.6	0.5	-12	0.1
CC(C)CCNC(=O)Nc1ccc2c(c1)N(C)C(=O)CS2	-1	4	-2	-0.4	-0.5	-0.1	-0.1	-2.0	-0.4	3	-1.4
CCOc1cccc2cc(C(=O)NC(C)c3ccccc3)c(=N)oc12 (stereo unspecified)	0	5	4	3.7	-1.0	-2.3	-0.4	-0.3	-0.1	0	1.9
CC(C)CCOc1ccc(C(=O)O)cc1	0	3	4	0.8	-0.9	0.2	0.7	-0.9	0.1	5	-2.1
CN1CCN(Cc2c(C(=O)N3CCc4ccccc4C3)nc3ccc(Cl)cn23)CC1	0	-4	1	1.6	-0.8	-0.3	0.8	2.2	0.5	1	0.3
O=C(NCC(F)(F)F)c1nn(Cc2ccccc2)c(=O)c2ccccc12	0	-1	19	0.8	-0.9	0.1	-1.4	0.7	-0.5	16	0.8
CN(Cc1ccccc1)S(=O)(=O)c1ccccc1Br	5	0	1	0.1	-1.1	-0.4	-0.1	1.1	0.4	-3	-0.8
